HTRA1 inh: inhibitors of human serine peptidase HTRA1; inhibition, % at 5.96 µM; recombinant HTRA1, FP-rhodamine activity-based probe, fluorescence polarization; Q92743; 340,000 tested, 0.5% active; in the data active means inhibition above about 36%;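 further: 0% = enzyme with DMSO and 100% = wells lacking enzyme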
Target sequence (Q92743 whole entry, looked up): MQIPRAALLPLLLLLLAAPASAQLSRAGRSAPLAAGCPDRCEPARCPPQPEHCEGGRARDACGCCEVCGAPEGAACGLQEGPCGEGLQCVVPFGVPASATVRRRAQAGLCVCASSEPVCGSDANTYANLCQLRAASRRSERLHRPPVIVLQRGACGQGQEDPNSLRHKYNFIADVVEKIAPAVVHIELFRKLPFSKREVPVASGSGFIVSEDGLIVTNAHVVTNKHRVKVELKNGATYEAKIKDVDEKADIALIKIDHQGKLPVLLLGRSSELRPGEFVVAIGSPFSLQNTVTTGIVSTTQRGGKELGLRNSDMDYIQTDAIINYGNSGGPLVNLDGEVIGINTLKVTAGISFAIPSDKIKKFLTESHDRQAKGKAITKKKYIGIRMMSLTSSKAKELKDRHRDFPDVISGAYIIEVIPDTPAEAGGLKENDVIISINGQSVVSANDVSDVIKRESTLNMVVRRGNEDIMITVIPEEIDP
Active calls of the source: *. The list is partial. The share of hits here may be higher or lower than overall.

item	HTRA1 inh	Molecule
1	7.6	CCNC(=O)Nc1cc(S(=O)(=O)Nc2ccc(OC)cc2)ccc1N1CCOCC1
2	2.2	CCc1nnc(NC(=O)c2cc(S(=O)(=O)N3CCN(CC)CC3)ccc2Cl)s1
3	-1.6	Cc1cc(C)c(NC(=O)c2cccc3c2C(=O)N(C2CCCCC2)C3)c(C)c1
4	-0.1	Cc1ccccc1OCCNC(=O)CNC(=O)c1ccccc1O
5	0.4	CCc1ccc(N/C(SC)=C(/C#N)C(N)=O)cc1
6	-2.2	Cc1cc(SCc2cccc(C(F)(F)F)c2)nc(=O)[nH]1
7	-59.9	CC(C)NS(=O)(=O)c1ccc(CCC(=O)Nc2cc(Cl)ccc2Oc2ccccc2)cc1
8	-2.2	O=C(C1CCN(S(=O)(=O)c2cccnc2)CC1)N1CCN(C2CCCC2)CC1
9	0.9	O=C(Nc1ccc2c(c1)OCCO2)c1c(F)cccc1F
10	6.6	CC(C)COc1ccc(C(=O)Nc2ccc(NC(=O)c3ccco3)cc2)cc1
11	-6.2	Cc1[nH]c2ccc(C(=O)OC(C)C(=O)N(C)c3ccccc3)cc2c1C (stereo not drawn)
12	4.9	CCCN=C1N(C)C[C@@H]2[C@@H]3C(=O)N(Cc4ccccc4)C(=O)[C@@H]3[C@](C)(C(=O)OC)N12
13	1.9	CCC(C)N(CC(=O)Nc1cccc(C)c1C)C(=O)CCl (stereo not drawn)
14	-1.4	O=C(O)c1ccc(N2Cc3ccccc3C2)cc1O
15	0.4	OCCNc1nc2ccc(Cl)cc2[nH]1
16	-1.4	O=C(Nc1ccc(S(=O)(=O)N2CCCc3ccccc32)cc1)C1CCCO1 (stereo not drawn)
17	3.2	CCOC(=O)c1oc2ccccc2c1NC(=O)C1CCCCC1
18	-1.1	CCc1ccc(N2C(=O)C(Cl)=C(Nc3ccc(C(=O)N4CCCC4)cc3)C2=O)cc1
19	-2.3	COc1ccc(-n2ncc3c(N4CCCCC4)ncnc32)cc1
20	3.6	C=CCn1c(SCC(=O)c2ccc(Br)cc2)nnc1C(C)NC(=O)Cc1ccc(OC)cc1 (stereo not drawn)
21	-21.1	Cc1ccc2nc(N/N=C/c3ccccc3C#N)nc(-c3ccccc3)c2c1
22	-10.8	CC(C)=CCC/C(C)=C/CNC(=O)C[C@H]1C[C@H](C(=O)N2CCCCC2)[C@@]2(C)c3[nH]c4cc(CCC(=O)N(C)C)ccc4c3CCN2C1=O
23	-6.9	C#CCOCCOCCOCCNc1nc(N2CCN(C(=O)[C@H]([C@@H](C)CC)n3cc([C@@H](N)Cc4ccc(O)cc4)nn3)CC2)nc(N2CCN(C(=O)[C@H](Cc3cc4ccccc4[nH]3)n3cc([C@@H](N)CC(C)C)nn3)CC2)n1
24	2.9	CCc1cc(=O)[nH]c(SCCc2ccccc2)n1
25	7.4	COc1ccc(OC)c(NS(=O)(=O)c2ccc3c(c2)C(C)(C)C(=O)N3C)c1
26	-1.9	COC(=O)[C@@]1(Cc2ccc(OC)cc2)[C@H]2c3cc(C(=O)N(C)C)n(CCSCCO)c3C[C@H]2CN1C(=O)c1ccccc1
27	78.4*	CC1CC(=O)c2c(cc3c(-c4c(O)cc(O)c5c(O)c6c(cc45)OC(C)CC6=O)c(O)cc(O)c3c2O)O1 (stereo not drawn)
28	1.6	Cc1cccc(OCCCC(=O)NCc2ccco2)c1
29	7.8	CCc1nn(CC(=O)NCCCc2ccccc2)c(=O)c2cc3cc(F)ccc3n12
30	-0.6	Cc1cc(/C=N/NC(N)=O)c(C)c(CO)c1
31	4.2	CC(=O)O[C@H]1CC[C@@]2(C)C(=CC[C@H]3[C@@H]4CC[C@H](C5(C)OCCO5)[C@@]4(C)CC[C@@H]32)C1
32	-16.2	CCOc1ccc(-c2cccc(NC(=O)COc3ccccc3)c2)nn1
33	-0.9	COc1cccc(C2C=C(c3cccs3)Nc3ncnn32)c1OC (stereo not drawn)
34	2.8	NC(=O)c1cccc(-c2cnc(N)c(C(=O)c3cccnc3)n2)c1
35	-3.1	O=c1cc(N2CCN(c3ccccc3)CC2)[nH]c(=O)n1-c1ccccc1
36	17.7	c1ccc(-[n+]2nc(Nc3cccc4ccccc34)sc2-c2c3ccccc3cc3ccccc23)cc1
37	-51.5	COC(=O)C1=C(C)NC2=C(C(=O)CC(C)(C)C2)C1c1cn(Cc2ccc(Br)cc2)nc1-c1ccccc1 (stereo not drawn)
38	-1.1	Cn1ncc(Br)c1NC(=O)Nc1ccc(Cl)cc1
39	-0.2	CCN1CCN(CCCNC(=O)c2cn(CCOC)c(=O)c3c2c2ccccc2n3C)CC1
40	1.7	Cc1[nH]n2c(=O)c3c(nc2c1-c1ccc(Cl)cc1)CCC3
41	-32.6	O=C(Nc1ccc2ncccc2c1)c1ccccc1Br
42	6.3	O=C(COc1cccc(F)c1)N1c2ccccc2Sc2ccccc21
43	1.8	CCn1c(=O)c2sccc2n(Cc2ccccc2)c1=O
44	-9.8	COc1ccc2c(c1OC)CN(C)CCc1cc3c(cc1C(O)C2)OCO3 (stereo not drawn)
45	0.9	N#CCCn1cc(C(CC(=O)c2ccc(Br)cc2)C(=O)O)c2ccccc21 (stereo not drawn)
46	-5.0	CCCC/C=C1/CCC(CN(C)C)C1=O (stereo not drawn)
47	-2.2	Nc1nc2nc(-c3ccc(Cl)cc3)cc(C(F)(F)F)n2n1
48	-2.1	CCOC(=O)N1CCN(C(=O)CSCC(=O)Nc2nc(-c3ccc4c(c3)OCO4)cs2)CC1
49	-10.7	O=C(NN=C1c2ccccc2-c2ccccc21)c1ccccn1
50	2.2	O=C(CCc1nc(-c2ccccc2)no1)NCCc1ccccc1

4 consecutive records from above:
item	HTRA1 inh	Molecule
47	-2.2	Nc1nc2nc(-c3ccc(Cl)cc3)cc(C(F)(F)F)n2n1
48	-2.1	CCOC(=O)N1CCN(C(=O)CSCC(=O)Nc2nc(-c3ccc4c(c3)OCO4)cs2)CC1
49	-10.7	O=C(NN=C1c2ccccc2-c2ccccc21)c1ccccn1
50	2.2	O=C(CCc1nc(-c2ccccc2)no1)NCCc1ccccc1

The results go on.
item	HTRA1 inh	Molecule
51	-23.7	CCCCCCCCNc1ncnc2ccccc12
52	-57.8	C[C@@H]1CN([C@H](C)CO)C(=O)c2cc(NC(=O)Nc3ccc(F)cc3)ccc2O[C@H]1CN(C)C(=O)Nc1ccc(C(F)(F)F)cc1
53	-4.9	COc1ccc2c(c1)CCc1c(C(=O)NCc3ccco3)noc1-2
54	-2.6	CC(=O)c1ccc(NC(=O)Cn2cnc(S(=O)(=O)N3CCCC3)c2)cc1
55	-48.4	CN1C(=O)C2(Oc3ccccc3C3CC(c4ccccc4)=NN32)c2ccccc21 (stereo not drawn)
56	3.4	COc1ccc(N2CCN(C(CNS(=O)(=O)c3cccs3)c3cccnc3)CC2)cc1 (stereo not drawn)
57	-24.3	CCCCC(=O)Nc1nnc(/C=C/c2ccc(OC)cc2)s1
58	20.4	Oc1c(Br)cc(Br)cc1/C=N/c1nc2c(s1)CCCC2
59	3.1	CC1CC(C)CN(S(=O)(=O)c2ccc3c(c2)CCN3C(=O)CCC(=O)O)C1 (stereo not drawn)
60	3.3	COc1ccc(C/C(=N\OC(C)=O)c2ccc(OC)cc2)cc1
61	-118.9	O=C(NCC1CCCO1)c1cc2c([nH]c3ccccc32)c(-c2cccc(Cl)c2)n1 (stereo not drawn)
62	-2.1	O=C(O)c1cccc2c1C(=O)c1ccc(-c3ccc(Cl)c(C(F)(F)F)c3)cc1S2(=O)=O
63	2.0	C=CCn1c(C)cc(C(=O)CN2C(=O)c3ccccc3S2(=O)=O)c1C
64	-43.3	COc1cccc(/C=C2\Oc3cc(OCC(=O)N4Cc5ccccc5C[C@H]4C(=O)O)ccc3C2=O)c1
65	-41.7	CC(/C=C1\SC(=S)N(NC(=O)c2ccc(C)cc2)C1=O)=C\c1ccccc1
66	-2.1	O=C(NCc1ccccn1)C1CCCN(Cc2cnn(-c3ccccc3)c2-n2cccc2)C1 (stereo not drawn)
67	3.3	O=C(/C=C/c1ccccc1)Nc1ncn[nH]1
68	4.4	O=C(NCCCN1CCOCC1)c1c(O)c2cc(Br)cc(Br)c2[nH]c1=O
69	11.2	Cc1ccc2nsnc2c1S(=O)(=O)N(Cc1ccco1)Cc1cc2cccc(C)c2[nH]c1=O
70	-1.2	O=C(c1cnc2n(c1=O)CCS2)N1CCN(c2ccc(Cl)c(Cl)c2)CC1
71	-8.1	CCCCS(=O)(=O)/C=C\C=C/S(=O)(=O)CCCC
72	0.9	COc1cccc(CNC2CCCC2)c1
73	-11.2	N#Cc1cc([N+](=O)[O-])ccc1Oc1cccc(/C=N/NC(=O)c2cccc(Cl)c2)c1
74	-22.1	O=C(Nc1ccc(F)cc1)c1oc2ccccc2c1NC(=O)C1CCCC1
75	3.7	COc1ccccc1N1CCN(C(c2ccccc2Cl)c2nnnn2C(C)(C)C)CC1 (stereo not drawn)

An excerpt of these results, field by field.
61. O=C(NCC1CCCO1)c1cc2c([nH]c3ccccc32)c(-c2cccc(Cl)c2)n1 (stereo not drawn)
  HTRA1 inh: -118.9
54. CC(=O)c1ccc(NC(=O)Cn2cnc(S(=O)(=O)N3CCCC3)c2)cc1
  HTRA1 inh: -2.6
52. C[C@@H]1CN([C@H](C)CO)C(=O)c2cc(NC(=O)Nc3ccc(F)cc3)ccc2O[C@H]1CN(C)C(=O)Nc1ccc(C(F)(F)F)cc1
  HTRA1 inh: -57.8

Following part.
item	HTRA1 inh	Molecule
76	6.8	O=c1c2cc(Br)ccc2nc2n1CCCCC2
77	-19.2	COc1ccc(C2/C=C\CN(S(=O)(=O)c3ccc(C)cc3)[C@H](Cc3ccccc3)C(=O)N2Cc2ccc(F)cc2)cc1 (stereo partly drawn)
78	-5.1	CCC(C)Sc1ccc(-c2nc3ccccn3c2NCc2ccccc2)cc1OC (stereo not drawn)
79	-16.1	CCOC(=O)c1c(C)n(-c2ccc(F)cc2)c2ccc(O)cc12
80	4.8	CCCc1cc(C(=O)O)c2ccccc2n1
81	1.5	COc1ccc(OC)c(NC(=O)c2sc3ncnc(N4CCN(c5ccccn5)CC4)c3c2C)c1
82	-20.3	Cc1c(C(=O)OCc2ccccc2)[nH]c2c1C(=O)CC(c1ccco1)C2 (stereo not drawn)
83	7.8	Cc1cc(N)n2nc(-c3ccccc3)c(-c3ccccc3)c2n1
84	1.0	CCOc1ccc(C(C)=O)cc1N1C(=O)C2C3C=CC(C3=C(C)C)C2C1=O (stereo not drawn)
85	-8.6	O=C1OCCN1c1c(-c2ccccc2)c(-c2cccs2)nc2c(-c3ccccc3)cccc12
86	-2.5	CS(=O)(=O)N1CCCC(c2nc(-c3ccc(S(=O)(=O)NCc4ccccc4)cc3)no2)C1 (stereo not drawn)
87	-13.2	O=C(CC12CC3CC(CC(C3)C1)C2)Nc1c(F)cccc1F
88	2.6	Cc1nc2c(Br)c3nc(C(F)(F)F)[nH]c3c(Br)c2[nH]1
89	-0.3	Cc1ccc([N+](=O)[O-])cc1S(=O)(=O)Nc1ccccn1
90	20.0	CCC1(OC(=O)CN(C)C)C(=O)OCc2c1cc1n(c2=O)Cc2cc3c(N)cccc3nc2-1 (stereo not drawn)
91	-9.9	O=C(COc1ccc(Cl)cc1)Nc1ccc(C(=O)NCc2cccnc2)cc1
92	4.2	CC1CCCN(C(=O)Cn2nnc(-c3ccc(N(C)C)cc3)n2)C1 (stereo not drawn)
93	-1.6	COC(=O)C1=C(C(=O)OC)[C@@H]2N(C)c3ccc(OC)cc3[C@@]23C[C@@H](C(=O)OC)N(C(=O)c2cccs2)C3=N1
94	-0.1	COc1ccc(CNC(=O)c2ccc(Cl)c(S(=O)(=O)N3CCOCC3)c2)cc1OC
95	-21.1	Cc1ccc(-c2nn(-c3ccccc3)cc2/C=C(\C#N)c2cccc(C#N)c2)o1
96	-29.7	COC(=O)c1ccc(C(NC(=O)OCc2ccccc2)/C(C)=C/[C@@H](C)C(=O)NCc2ccc(-c3ccccc3)cc2)cc1 (stereo partly drawn)
97	4.7	CC1CCN(C(=O)CCC(=O)Nc2nnc(C(F)(F)F)s2)CC1
98	-19.1	Cc1cc(N2CCN(S(=O)(=O)c3ccc(C)c(C)c3)CC2)c2ccccc2n1
99	-12.7	CCOC(=O)c1[nH]c(C)c(C(=O)Nc2ccc(C)c(F)c2)c1C
100	4.8	Cn1ccnc1SCC(=O)Nc1ccc(Br)cc1C(F)(F)F
101	-6.1	Cn1nc(-c2ccccc2)c2ncc(C(F)(F)F)cc21
102	-2.0	O=C(O)c1ccccc1Nc1ccc([N+](=O)[O-])c2nonc12
103	0.3	COc1ccc(N2CCN(C(=O)CCCCCn3c(=S)[nH]c4cc5c(cc4c3=O)OCO5)CC2)cc1
104	-3.2	COc1ccc(/C=C/c2c(-c3ccc(OC)cc3)sc3ccc(N4CCOCC4)cc23)cc1
105	-5.4	Cc1ccc(-c2noc(CCC(=O)NCCc3ccccc3Cl)n2)cc1
106	-7.1	COc1ccccc1NS(=O)(=O)c1cccc(C(=O)NC2CCN(Cc3ccccc3)CC2)c1
107	6.1	COc1cc(OC)cc(C(=O)NC(=S)NCc2ccco2)c1
108	-18.1	COc1cccc(-c2csc3nnc(SCC(=O)c4ccc(NC(C)=O)cc4)n23)c1
109	2.2	C=CCNC(=S)NNC(=O)c1ccc(OCC(C)C)cc1
110	4.3	CSc1ccc(/C=N/Nc2cccc(C(=O)O)c2)cc1
111	-40.1	COc1ccc2c(c1)OC[C@H]1[C@H]2N2C(=O)c3cc(C)ccc3NC(=O)[C@@]2(C)[C@H]1c1ccccc1
112	-17.7	CCN1CCN(c2ccc(S(=O)(=O)N3CCCCC3)cc2NC(=O)Cc2ccc(Cl)c(Cl)c2)CC1
113	-1.1	CC(C)(O)C(=O)NN(C(=O)c1ccccc1)c1ccc2ccccc2c1
114	2.1	C=CCc1c(NCCO)nc(C)[nH]c1=O
115	63.5*	CCOc1ccc2c(ccc(/C=C/c3cc(C)c4cccnc4c3O)[n+]2C)c1
116	4.5	COC(=O)c1c(NC(=S)Nc2ccccc2Cl)sc(C)c1C
117	-2.6	CN1CCN(S(=O)(=O)c2cccc([N+](=O)[O-])c2)CC1
118	-7.6	CC(C)(C)OC(=O)NCc1ccc(NC(=O)c2nc[nH]c2C(=O)NCCNC(=O)c2[nH]cnc2C(=O)Nc2ccc(CNC(=O)OC(C)(C)C)cc2)cc1

Structures listed above that bear a hit mark in HTRA1 inh:
item	HTRA1 inh	Molecule
27	78.4*	CC1CC(=O)c2c(cc3c(-c4c(O)cc(O)c5c(O)c6c(cc45)OC(C)CC6=O)c(O)cc(O)c3c2O)O1 (stereo not drawn)
115	63.5*	CCOc1ccc2c(ccc(/C=C/c3cc(C)c4cccnc4c3O)[n+]2C)c1
